# High-throughput results as filed in PubChem.
# PDI inh = inhibitors of human protein disulfide isomerase; P07237; PDI insulin aggregation turbidity, A650, 90 min; 0.052% of 350,000 active; inhibition, % at 10 µM;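 active = mean inhibition across replicates of 30% or more, whatever share of single replicates reach that level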;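 also: absorbance from insulin aggregation driven by PDI reduction with DTT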
# Granule exo inh = lytic granule exocytosis inhibition; inhibition, % at 10 µM; AID 651702; TALL-104 LAMP-1 surface exposure, flow cytometry; cells stimulated with thapsigargin and PMA; 0.66% of 360,000 active;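 active = inhibition above about 55%, limit read from the data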
# HTR2A ag = activates the mouse 5-HT2A serotonin receptor; P35363; CHO-K1 mHTR2A beta-arrestin complementation, luminescence; percent of 30 µM serotonin response; activation, % at 7.6 µM; 0.66% of 360,000 active;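 active = activation above a run cutoff, the mean activation of all tested compounds plus 3 SD, cut at about 14% in these data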;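 also: 0% = plate median of compound wells and 100% = 30 µM serotonin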
# N-glyco inh = N-linked glycosylation inhibition. D54 ERlucT glycosylation luciferase reporter, 24 h; percent of 100 nM tunicamycin response. 0.23% of 360,000 active. AID 588692. reporter increase, % at 12.5 µM;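 active = mean luciferase reporter signal, scaled so untreated is 0 and the glycosylation-blocking control 100, at or above a set limit in every replicate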;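 also: luciferase carries N-glycosylation sites so blocking glycosylation raises the light; 0% = median of neutral control wells and 100% = median of 100 nM tunicamycin wells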
# CaV13 FRET inh = Primary screen for inhibitors of IQ motif and Ca2+-dependent inactivation inhibitor domain binding in CACNA1D, Förster resonance energy transfer in living cells, …; HEK cells, CFP/YFP FRET ICDI-IQ, plate reader, 10 min; percent FRET-ratio fall versus neutral wells; inhibition, % at 12.3 µM; 0.098% of 340,000 active;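 active = mean replicate inhibition of at least 30% and at least 1% of replicates passing that level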;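 also: 0% = median of the neutral control wells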
# aDG glyco up = increases alpha dystroglycan glycosylation; Pro5-aDG cells, alpha-DG glycosylation AlphaScreen (IIH6); 0% Pro5, 100% B10-LARGE cell signal; activation, % at 10 µM; 0.22% of 360,000 active; AID 624168;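 active = activation of at least 8% versus controls, or a plate z-score of at least 8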;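 also: Pro5 are CHO cells carrying HIG-tagged alpha-DG that lacks glycosylation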
# H9c2 protect = protects H9c2 cardiomyocytes from peroxide injury; H2O2 injury protection, ATPLite, 2 h; protection from H2O2 cell death, % at 20 µM; 0.63% of 360,000 active; AID 588492;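 active = compounds giving at least 50% protection of heart cells from peroxide-induced death in the single-dose screen, raw or plate-pattern-corrected value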;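 also: 0% = DMSO wells with peroxide and 100% = DMSO wells without peroxide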
# ABCB6 inh MLPCN = inhibitors of human ABC transporter ABCB6; 0.19% of 360,000 active; fluorescence ratio to DMSO, % at 10 µM; K562-ABCB6 porphyrin accumulation, flow cytometry, 1 h; active compounds read low; Q9NP58;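 active = fluorescence ratio to DMSO below 75%, the collection mean minus 3 SD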;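 also: signal is porphyrin accumulated inside mitochondria; 100% equals median channel fluorescence of DMSO control wells; lower ratio means ABCB6 inhibition with less porphyrin fluorescence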
# Target sequence (Q9NP58 whole entry, looked up): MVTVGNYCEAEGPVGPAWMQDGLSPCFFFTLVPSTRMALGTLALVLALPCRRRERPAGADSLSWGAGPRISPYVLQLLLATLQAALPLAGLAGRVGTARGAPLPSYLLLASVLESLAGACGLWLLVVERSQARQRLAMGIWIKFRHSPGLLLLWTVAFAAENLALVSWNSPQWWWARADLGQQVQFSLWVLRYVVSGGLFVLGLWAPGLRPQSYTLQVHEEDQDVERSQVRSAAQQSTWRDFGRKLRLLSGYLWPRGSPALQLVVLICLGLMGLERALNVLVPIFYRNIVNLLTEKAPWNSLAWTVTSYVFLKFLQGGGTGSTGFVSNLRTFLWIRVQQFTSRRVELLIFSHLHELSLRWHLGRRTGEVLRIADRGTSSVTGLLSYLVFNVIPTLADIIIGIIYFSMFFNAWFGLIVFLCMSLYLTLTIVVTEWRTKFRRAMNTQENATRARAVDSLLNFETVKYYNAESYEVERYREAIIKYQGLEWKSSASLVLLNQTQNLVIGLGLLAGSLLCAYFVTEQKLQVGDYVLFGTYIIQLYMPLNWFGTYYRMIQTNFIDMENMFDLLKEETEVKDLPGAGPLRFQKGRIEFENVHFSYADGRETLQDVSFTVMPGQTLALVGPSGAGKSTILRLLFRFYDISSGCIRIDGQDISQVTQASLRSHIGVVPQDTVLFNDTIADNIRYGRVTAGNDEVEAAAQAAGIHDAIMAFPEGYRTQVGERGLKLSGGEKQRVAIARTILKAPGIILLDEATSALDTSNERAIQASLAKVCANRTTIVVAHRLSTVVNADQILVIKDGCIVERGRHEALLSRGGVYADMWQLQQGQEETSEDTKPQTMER
# hiPSC survival = enhancers of human iPSC single-cell survival | survival enhancement, % at 20 µM | hiPSC single-cell survival, ATPlite luminescence; 100% = ROCK inhibitor wells, 0% = DMSO | 0.044% of 360,000 active; in the data active = survival enhancement above about 18%;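 also: cells exposed to compounds for 16 hours before the ATP read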
# Vif inh = HIV Vif inhibition | HEK293T cells, Vif self-association by quenched fluorescence, imaging, 24 h | inhibition, % at 7.49 µM | 0.35% of 340,000 active | AID 602346; in the data active = inhibition above about 50%, passing the limit was not always enough; also: some results filed as inactive read as strong as hits
# * marks the source's active call; other numbers are inactive results; . = not tested or not shown. Compounds as they come, and some 3.1% of all compounds hit somewhere here.
SMILES,PDI inh,Granule exo inh,HTR2A ag,N-glyco inh,CaV13 FRET inh,aDG glyco up,H9c2 protect,ABCB6 inh MLPCN,hiPSC survival,Vif inh
Cc1ccc(COC(=O)c2cccc(S(=O)(=O)N3CCCCC3)c2)cc1,-4,-14,5,-3,-2,-0.2,-15,101,-0.4,7
Cc1cccc(C(=O)OCC(=O)N2CC(C)OC(C)C2)c1C (stereo not given),16,3,0,2,-4,0.0,-7,97,-0.4,9
COc1ccc(N(CC(=O)NCC(C)C)S(=O)(=O)c2ccccc2)cc1,0,1,-11,-1,-7,-0.2,-1,101,-1.1,5
CC(=O)c1cccc(NC(=O)/C(=C\c2cccnc2)NC(=O)c2ccc(C)cc2)c1,2,18,-3,2,-7,0.0,-6,93,0.5,-6
CC(O)CNCc1ccc(-c2ccccc2)cc1 (stereo not given),-3,0,-1,1,-5,0.2,18,102,3.0,2
CN1CCN(C2Cc3ccc(Cl)cc3Sc3ccc(F)cc32)CC1 (stereo not given),-2,64*,-12,-5,-5,0.6,1,87,-0.1,16
CC(C)n1cc(CN2CCC(n3nccc3NC(=O)Cc3ccccc3)CC2)cn1,3,32,1,1,-5,0.5,-4,95,-0.4,5
CCCNC(=O)C1CC(=O)N(c2ccc(OCC)cc2)C1 (stereo not given),-13,-6,4,2,-1,-0.1,8,98,0.7,1
COC(=O)c1cc(S(=O)(=O)N2CCN(c3ccccc3F)CC2)c[nH]1,-3,-1,-6,0,-2,0.3,-7,98,-0.5,17
O=C(C1CCC1)N1CCc2cc(S(=O)(=O)NC3CCCc4ccccc43)ccc21 (stereo not given),-1,-11,-2,3,-9,0.8,-18,95,3.8,6
O=C(CN1CCOCC1)N(c1ccccc1)c1ccc2ccccc2c1,0,0,1,4,-4,1.0,0,105,-2.0,2
O=C(Nc1nnc(-c2cccnc2)o1)c1ccccc1Cl,6,3,-2,4,-5,-0.3,-5,100,-0.2,-1
COc1ccc(C)cc1NS(=O)(=O)c1ccc(NS(=O)(=O)c2ccc(NC(C)=O)cc2)cc1,-5,-4,-7,1,-10,-0.1,7,100,-1.8,-2
Cc1cc(-c2ccccc2)nc(N/N=C/c2cccnc2)n1,10,-1,6,6,-6,-0.1,-14,105,-1.6,-6
COc1ccc(CCC(=O)Nc2cc(S(=O)(=O)N3CCOCC3)ccc2OC(C)C)cc1,-8,-3,6,-1,-6,-0.2,-7,93,-0.3,-4
CC1(C)CC(=O)C(N=Nc2ccc(Br)cc2)=C(O)C1,0,-5,-3,4,-5,0.3,-3,97,-0.3,0
COc1cc(N)c(C(O)c2nccc3cc(OC)c(OC)cc23)cc1OC (stereo not given),4,8,3,2,-2,-0.2,14,98,-0.4,3
COc1cc(Br)cc(C(c2c(C)n(C)n(-c3ccccc3)c2=O)c2c(C)n(C)n(-c3ccccc3)c2=O)c1O,17,-3,6,-1,1,-0.1,-2,96,-0.4,-1
N#Cc1c(-c2ccccc2)nc(N2CCN(Cc3ccccc3)CC2)[nH]c1=O,1,1,1,2,-4,0.0,-4,100,0.4,6
Cc1ccc(N(CCC#N)C(=O)CSc2ccc3c(c2)OCCO3)cc1,2,-3,-3,-2,-5,-0.2,6,113,8.7,-2
CCC(C)NC(=O)CNC(=S)N(Cc1ccccc1)Cc1cccnc1 (stereo not given),6,2,0,2,-4,-0.2,1,95,-0.6,0
Cc1ccccc1C(=O)Nc1ccc2nc3n(c(=O)c2c1)CCC3,-4,-4,-5,-1,-5,0.2,2,101,2.8,1
Cc1ccccc1SCC(=O)N/N=C/c1ccc(F)cc1,-9,-15,-5,-1,-5,0.1,-7,98,-0.5,-4
CCC(C)[C@H]1CNCCN1CCc1cccc(F)c1 (stereo not given in full),-8,-5,-7,1,-10,-0.1,-3,97,-2.9,.
COc1ccc(S(=O)(=O)Nc2ccc(O)c(Sc3nc4ccccc4s3)c2)cc1,-11,8,0,0,-19,-0.5,-14,99,2.6,0
COc1cc(C)ccc1OCc1cc(C(=O)NCCN2CCOCC2)no1,-8,-8,-6,2,-11,-0.1,0,106,-0.6,26
C=CCn1c(=O)c2ccccc2n2c(SCC(=O)c3ccccc3)nnc12,-4,-3,-3,-2,-3,0.1,28,86,-4.2,-3
CC(=O)Nc1ccc(/C=N/Nc2nc3ccccc3[nH]2)cc1,-8,-15,-8,-3,-3,-0.4,-2,107,-1.7,-9
O=C(C(=O)N1CCC(c2ccccc2)CC1)c1cccc([N+](=O)[O-])c1,.,4,1,.,-4,-0.1,.,.,.,.
COC(=O)c1ccccc1NC(=O)C1=CC(c2cccs2)=NS(=O)(=O)N1C,.,-4,2,2,-6,0.2,5,99,-0.2,2
COc1ccc(CN=C2NC(=O)CC(C(=O)Nc3cc(C)cc(C)c3)S2)cc1 (stereo not given),-4,2,3,2,-2,-0.3,-1,99,1.7,5
CCc1nc2ccc(C(=O)NCc3cccs3)cn2c1N(CC)Cc1cccc(Br)c1,9,8,2,-3,-5,0.1,-8,95,-2.9,4
Cc1c(Cl)c(C(=O)N2CCCCCC2)nn1C,-1,0,0,0,-3,0.1,0,87,-0.6,-3
CS(=O)(=O)N1CCC(NC(=O)Cc2ccccc2)CC1,-5,-1,-2,1,-5,0.1,-3,92,0.7,3
CCn1c(SCC(=O)NNC(=O)c2ccco2)nnc1-c1ccco1,6,8,5,0,-4,-0.1,1,98,0.0,-10
COCc1cc(C)nc(Nc2ccc(C)cc2C)c1C#N,6,-3,-2,2,.,0.0,14,98,2.7,.
CCCCN(CCCC)CCNC(=O)c1cn(C)c2ccc(S(=O)(=O)N3CCCC3)cc2c1=O,-2,1,10,-4,-2,0.2,-3,100,-0.4,12
COc1ccc(CNC(=O)C(C)Sc2nc3ccccc3c(=O)n2CCCN2CCOCC2)cc1 (stereo not given),-3,-1,0,1,-5,-0.1,-9,95,1.4,2
C=CCN(CC=C)c1nc2ccccc2nc1C(C#N)C(=O)OCCOC (stereo not given),-7,-1,-1,5,-3,1.5,-2,98,0.0,-13
CCc1nc2c(C#N)c(-c3ccc(Cl)cc3)ccn2n1,-1,-1,4,-1,-5,0.2,3,88,-2.9,-7
CCN1CCCC1CNC(=O)c1ccc(N2CCOCC2)c(NS(=O)(=O)c2ccc(OC)cc2)c1 (stereo not given),-4,0,-6,-5,-4,0.2,9,98,0.8,11
O=C(Nc1nc2ccccc2[nH]1)c1ccc(Cl)c(S(=O)(=O)N2CCCC2)c1,16,2,3,-4,.,0.0,12,99,-1.7,5
COc1ccccc1OC(C)C(=O)N1CC(=O)Nc2ccccc21 (stereo not given),2,8,1,-1,-4,0.1,4,97,0.1,19
Oc1[nH]c2ccccc2c1N=Nc1ccc(F)cc1,-8,-2,2,4,-12,-0.4,-4,88,-1.2,-2
CN(C)S(=O)(=O)c1cccc(NC(=S)NC(=O)c2ccco2)c1,0,12,10,-1,-7,-0.3,1,98,-0.4,24
O=C1/C(=C/c2ccccc2)CCC1C1CCCC1 (stereo not given),6,-3,1,0,-3,0.1,-8,90,-0.7,0
CS(=O)(=O)c1nsc2nc(=O)c(/C=C3\C=Nc4ccccc43)c(N)n12,-5,-5,-2,1,-4,-0.6,2,102,-1.5,-13
COc1ccccc1N1CCN(CCNC(=O)Nc2cccc(C)c2C)CC1,1,-1,0,-1,-6,1.1,-1,92,-3.1,6
CC1(C(=O)NS(=O)(=O)C2CC2)CCCN(C(=O)c2cccs2)C1 (stereo not given),3,-6,0,2,-5,0.3,-6,101,-0.1,6
CC(C)CC(NC(N)=O)C(=O)OCC(=O)N(Cc1ccccc1)Cc1ccccc1 (stereo not given),3,-1,-3,0,-1,0.0,1,96,1.3,0

# Carrying on:
SMILES,PDI inh,Granule exo inh,HTR2A ag,N-glyco inh,CaV13 FRET inh,aDG glyco up,H9c2 protect,ABCB6 inh MLPCN,hiPSC survival,Vif inh
O=C(O)c1cnc(-c2ccccc2)nc1C(F)(F)F,8,-1,4,0,-5,0.9,0,88,-1.5,-1
CC(=O)c1ccc(NC(=O)CCC(=O)OCC(=O)c2cccc([N+](=O)[O-])c2)cc1,-2,0,1,2,.,-0.2,-2,98,0.5,0
COc1ccc([N+](=O)[O-])cc1NS(=O)(=O)Cc1ccccc1,-5,-4,-4,-1,-8,-0.2,-2,98,0.0,-4
CC(=O)Nc1ccc(NC2(C)C(=O)c3ccccc3C2=O)cc1,-1,-3,1,0,-4,0.1,-8,99,1.1,2
CC(C)c1ccc2c(c1)CCC1C(C)(CN)CCCC21C (stereo not given),10,5,-4,-14,-4,-0.3,-21,102,-0.8,-5
CCn1cc(CNC(=O)c2cc(Cl)ccc2OC)c(C)n1,-2,-4,0,1,-7,0.1,1,100,1.6,-15
C=CCn1c(NCCO)nc2c1c(=O)n(C)c(=O)n2C,3,-2,1,4,-9,0.2,-6,97,0.2,-6
Cc1ccc2nc3c(c(Nc4ccc5c(c4)OCCO5)c2c1)CCC3,-18,4,-4,1,-14,1.2,-16,89,-2.6,1
CC(=O)c1cccc(N(C(=O)c2ccco2)C(C(=O)NC2CCCC2)c2ccc(N3CCOCC3)cc2)c1 (stereo not given),8,0,5,3,0,-0.4,4,96,4.2,1
O=C(COC(=O)c1ccccc1)NCC1CCCO1 (stereo not given),0,26,-5,-1,.,0.0,-7,94,0.6,-19

# The closing 3 compounds of the part above lead into the next.
SMILES,PDI inh,Granule exo inh,HTR2A ag,N-glyco inh,CaV13 FRET inh,aDG glyco up,H9c2 protect,ABCB6 inh MLPCN,hiPSC survival,Vif inh
Cc1ccc2nc3c(c(Nc4ccc5c(c4)OCCO5)c2c1)CCC3,-18,4,-4,1,-14,1.2,-16,89,-2.6,1
CC(=O)c1cccc(N(C(=O)c2ccco2)C(C(=O)NC2CCCC2)c2ccc(N3CCOCC3)cc2)c1 (stereo not given),8,0,5,3,0,-0.4,4,96,4.2,1
O=C(COC(=O)c1ccccc1)NCC1CCCO1 (stereo not given),0,26,-5,-1,.,0.0,-7,94,0.6,-19
N#CCOC(=O)c1c2c(nc3ccccc13)CCC2,1,-1,2,2,-3,-0.3,-6,101,0.0,-4
CC(=O)Oc1ccc(N(C(C)=O)S(=O)(=O)c2ccc(Cl)cc2)c2ccccc12,5,12,1,6,-3,0.4,-18,103,0.4,13
CC(C)(C)c1ccc(C(=O)NC(=S)Nc2ccc(N3CCOCC3)cc2)cc1,3,2,0,0,-5,-0.1,-4,95,0.5,0
COc1ccccc1C(=O)NC(=O)COC(=O)c1ccco1,2,-4,2,-1,-7,-0.1,6,96,0.6,0
CC(=O)c1cn(Cc2ccccc2)c(=O)[nH]c1=O,-3,-2,0,1,-3,-0.2,1,97,0.5,1
CCN(Cc1nc2ccccc2c(=O)[nH]1)C(=O)c1cccc(NC(=O)c2cccs2)c1,0,8,-1,0,-7,0.0,4,92,0.0,-1
Cc1cccc(OCC(O)CN2CCN(c3ccccn3)CC2)c1C (stereo not given),2,-6,19*,3,-15,0.0,2,99,-0.5,-24
COCCOC(=O)C(CC(=O)O)NCc1ccco1 (stereo not given),-1,-5,-4,0,6,0.0,-1,104,1.8,-2
COc1ccc(S(=O)(=O)Nc2cc(C)ccn2)cc1OC,3,-5,-3,1,-9,-0.1,-1,97,1.3,.
CCCS(=O)(=O)NC(=O)C1(C)CCCN(C(=O)c2cccc(Cl)c2)C1 (stereo not given),7,-2,6,0,-5,-0.1,-2,99,-0.4,-9
Cn1c(-c2sc3ccccc3c2Cl)n[nH]c1=S,2,1,2,3,-4,-0.3,2,102,0.4,-2
